# PHOSPHO1 inh = blocks human PHOSPHO1 phosphatase activity. recombinant PHOSPHO1, absorbance phosphatase assay. inhibition, % at 13.3 µM. 290,000 compounds, 1.1% hits; in the data active = inhibition above about 60%
# Target sequence (Q8TCT1 whole entry, looked up): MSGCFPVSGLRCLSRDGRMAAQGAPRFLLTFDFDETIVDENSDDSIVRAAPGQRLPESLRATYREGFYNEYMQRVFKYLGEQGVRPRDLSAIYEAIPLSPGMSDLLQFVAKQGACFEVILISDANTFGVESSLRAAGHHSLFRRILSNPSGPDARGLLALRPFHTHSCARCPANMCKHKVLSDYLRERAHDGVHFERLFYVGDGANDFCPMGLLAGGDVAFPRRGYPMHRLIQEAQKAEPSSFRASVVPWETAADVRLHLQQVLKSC
# CRFR2-BP ag = CRF-BP/CRF-R2 complex agonism. 350,000 compounds, 0.46% hits. activation, % at 13.2 µM. HEK293 CRF-R2/CRF-BP, calcium dye fluorescence (FLIPR); percent of saturating CRF peptide response;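 active = activation of at least 50%, plus an integration ratio under a set limit after plate pattern correction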;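 also: plate controls were neutral control wells without compound for no effect and CRF at EC100 for full effect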
# IDE act = activators of human insulin-degrading enzyme in cells; P14735; HEK cells, FAbeta-B cleavage, fluorescence polarization; 0% vehicle, 100% cell-free pure enzyme wells; 340,000 compounds, 0.073% hits; activation, % at 5.96 µM;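 active = activation above the mean of all tested compounds plus 3 SD, set per screening campaign, cut at about 17% in these data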
# GalR3 antag = blocks the human galanin receptor 3. O60755. HEK293 GalR3-CNG cAMP membrane potential fluorescence; galR3 body fused to GalR1 C-terminus. inhibition, % at 3 µM. 360,000 compounds, 0.44% hits;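 active = inhibition above the screen-wide average plus 3 SD, cut at about 13% in these data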;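 also: forskolin and galanin both at EC90 stimulate the cells; cAMP rise reported by CNG channel membrane potential dye signal; 0% = forskolin plus galanin with DMSO and 100% = forskolin alone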
# MEKK3 PB1 HTS = raises or lowers MEK5 binding to the human MEKK3 PB1 domain. 290,000 compounds, 1.4% hits. bead-based flow cytometry, Alexa488-MEK5 binding to MEKK3; actives lie on both sides; 0 = blocked by unlabeled MEK5, 100 = vehicle. Q99759. binding response (% of control), % at 10 µM. AID 1529;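 active = binding response more than 3 SD above or below the average of its plate-row segment, actives on both sides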;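 also: Alexa488 bead fluorescence after subtracting the streptavidin-only scavenger bead signal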
# Target sequence (Q99759 whole entry, looked up, the tested form may be a part): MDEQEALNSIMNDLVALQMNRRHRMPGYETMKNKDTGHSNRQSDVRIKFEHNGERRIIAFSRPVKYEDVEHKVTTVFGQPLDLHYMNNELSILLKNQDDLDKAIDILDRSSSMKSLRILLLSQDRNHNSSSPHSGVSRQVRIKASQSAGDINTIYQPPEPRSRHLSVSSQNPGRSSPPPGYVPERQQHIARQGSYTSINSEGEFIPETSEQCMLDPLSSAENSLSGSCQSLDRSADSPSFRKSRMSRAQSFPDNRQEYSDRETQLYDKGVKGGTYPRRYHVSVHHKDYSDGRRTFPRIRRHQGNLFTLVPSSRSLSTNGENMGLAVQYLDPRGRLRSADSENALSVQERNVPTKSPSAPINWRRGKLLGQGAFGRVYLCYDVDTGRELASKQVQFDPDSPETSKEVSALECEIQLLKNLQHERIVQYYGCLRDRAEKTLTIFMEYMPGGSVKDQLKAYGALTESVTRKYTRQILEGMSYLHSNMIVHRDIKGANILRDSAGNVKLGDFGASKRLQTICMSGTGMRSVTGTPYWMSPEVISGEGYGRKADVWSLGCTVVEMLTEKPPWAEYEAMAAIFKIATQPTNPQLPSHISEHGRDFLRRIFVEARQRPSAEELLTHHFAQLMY
# CRFBP-R2 block = CRF-BP/CRF-R2 complex antagonism | HEK293 CRF-R2/CRF-BP, CRF-induced calcium fluorescence | inhibition, % at 11.8 µM | 350,000 compounds, 0.59% hits;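 active = inhibition of the ligand-induced calcium signal above about 50% at the single tested concentration, limit read from the data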
# pCIP destab = p/CIP protein destabilization. AID 1984. decrease of EGFP signal, % at 10 µM. 290,000 compounds, 0.01% hits. F442A p/CIP-EGFP cells, EGFP fluorescence, 16 h. Q05BA5;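 active = EGFP signal decrease of at least 30% at 10 µM or well 3 SD below plate mean, unless failing retest; inactive = the rest, including hits failing retest or dose response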; also: some compounds called inactive have numbers as strong as hits; many of its hits are not listed in these tables
# CHRM4 PAM = potentiates acetylcholine response at human M4 receptor; P08173; activation, % at 3 µM; CHO-K1 hM4/Gqi5, Fluo-8 calcium fluorescence, ACh EC20; 0% = ACh EC20, 100% = maximal ACh; 360,000 compounds, 0.4% hits;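 active = activation above its plate's cutoff, the mean activation of sample wells plus 3 SD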; also: some results filed as inactive read as strong as hits
# IDE cell inh = inhibits human insulin-degrading enzyme in HEK cells; P14735; FAbetaB cleavage, fluorescence polarization; inhibition, % at 5.59 µM; 320,000 compounds, 0.41% hits; AID 434962;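 active = percent inhibition above the average of all tested compounds plus 3 SD, set per screening campaign, cut at about 16% in these data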;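 also: IDE supplied by intact live HEK cells; FP after avidin binding of uncleaved biotin substrate so inhibition keeps polarization high; 0% = DMSO wells and 100% = 60 µM reference IDE inhibitor Ii1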
# The depositor's hits bear a star; x = not tested or not shown.
smiles,PHOSPHO1 inh,CRFR2-BP ag,IDE act,GalR3 antag,MEKK3 PB1 HTS,CRFBP-R2 block,pCIP destab,CHRM4 PAM,IDE cell inh
O=C(O)C1CCC(Cn2c(SCc3cc(=O)n4cc(Cl)ccc4n3)nc3ccsc3c2=O)CC1 (centres undefined),-20,0.7,3,-1,102,-8,-4,-5,-2
C=CCn1c(SCC(=O)NCc2ccco2)nc2sc3c(c2c1=O)CCC3,31,-0.3,-1,-3,106,24,4,0,9
O=C(C1CCN(S(=O)(=O)c2cccc3nsnc23)CC1)N1CCCc2ccccc21,60*,-1.0,1,10,97,4,-13,-5,3
Cc1c(NC(=O)/C(C#N)=C\c2cccs2)c(=O)n(-c2ccccc2)n1C,10,-0.5,5,-11,100,6,5,7,0
O=C(O)c1ccc(Nc2nc3c(s2)CCCC3)cc1,-14,1.1,2,-3,78,0,0,-2,1
CCOc1cc(N2CCCC2)ccc1[N+](=O)[O-],-21,-0.6,2,1,133*,-3,-6,14,-2
FC(F)(F)c1ccc(C2Nc3cccc4cccc(c34)N2)cc1,-16,4.2,-1,-1,97,5,9,-2,x
Cc1ccc(S(=O)(=O)NC(C)(C)CN2CCCCC2)cc1,x,-0.6,5,-4,100,8,-12,0,7
COc1ccc(CC(=O)Nc2ccc(/C(C)=N/NC(=O)c3cccc([N+](=O)[O-])c3)cc2)cc1,11,0.2,4,1,101,6,-7,8,-4
O=c1oc(-c2ccccc2NS(=O)(=O)c2ccccc2)nc2ccccc12,12,2.3,1,-1,103,-14,-12,0,6
O=S(=O)(NN=Cc1ccc(O)cc1O)c1cc(Cl)c(Cl)cc1Cl,x,-5.0,8,-3,x,16,x,3,x
CCC(=O)N1c2ccccc2-c2nnc(SC)nc2OC1c1ccc(N(C)C)cc1 (centres undefined),-18,-2.4,7,0,92,6,-1,2,-2
Cc1ccc(CN2CCC(=O)N2)cc1,-23,-0.5,3,-7,96,-5,1,10,7
c1cnc2ccc(C(c3nnnn3C3CCCCC3)N3CCN4CCCC4C3)cc2c1 (centres undefined),-95,-0.8,0,1,101,5,7,16,8
O=C(c1cc(Br)c(Br)s1)N1CCN(C/C=C/c2ccccc2)CC1,15,-0.8,5,-3,104,-7,-1,0,2
Cc1ccc(OC(=O)CCC(=O)Nc2ccc(C(N)=O)cc2)cc1,x,0.4,9,-8,x,7,x,8,-4
COc1cccc(N2CCN(C(=O)C3CCC(=O)N(C4CCCCCC4)C3)CC2)c1 (centres undefined),8,0.5,3,-4,104,-4,-9,1,1
O=C(CC12CC3CC(CC(C3)C1)C2)NCc1ccncc1,21,0.3,5,-3,103,13,6,12,1
CCOC(=O)C1=CNS(=O)(=O)NC1CCc1ccccc1 (centres undefined),x,-1.4,3,-7,x,1,x,9,x
COC(=O)/C=C1/N/C(=N\c2nc(C)cc(C)n2)N(c2ccc(Cl)cc2)C1=O,2,-0.2,0,1,95,-4,-7,-4,-2
Cc1ccc(NS(=O)(=O)c2cn(C)c(=O)n(C)c2=O)cc1C,5,-9.0,4,x,99,22,-3,-4,-3
Cc1ccc(S(=O)(=O)Nc2ccccc2N(C)S(=O)(=O)c2ccc(C)cc2)cc1,x,5.4,0,-9,x,3,x,-7,4
C=CCNC(=O)/C(C#N)=C/c1cn(-c2ccccc2)nc1-c1ccc(OC)c([N+](=O)[O-])c1,-6,2.6,1,-10,97,-14,-10,1,-4
CCOc1ccc(N2C(=O)C(=O)/C(=C(/O)c3ccccc3)C2c2ccccc2[N+](=O)[O-])cc1 (centres undefined),-1,0.0,-3,-1,105,-7,-16,-23,0
COc1ccc2nc(/N=C/c3cccc(OC)c3O)sc2c1,6,-0.7,4,-4,95,4,-1,-5,9
N#Cc1ccccc1OCC(=O)N1N=C(c2cccs2)CC1c1ccco1 (centres undefined),x,0.6,5,-7,x,-6,x,-2,3
c1csc(-c2nc(-c3ccncc3)no2)c1,9,-0.6,4,-3,96,8,-16,1,-3
O=C(CCOc1ccccc1)Nc1ccnn1C1CCN(Cc2ccc(O)cc2)CC1,14,-0.6,-3,3,109,-10,-12,3,-1
CC(C)OCCCNC(=O)c1cc(-c2cccs2)nc2ccccc12,x,-1.9,1,-8,102,5,-14,-5,0
CC(Oc1ccccc1F)c1ccnc2nc(/N=C/N(C)C)nn12 (centres undefined),24,1.1,-2,-1,98,6,2,-3,5
CCOc1ccc(CCNC(=O)c2cccnc2N2CCCC2)cc1OCC,6,-2.9,2,1,87,-41,-20,-2,3
CN(Cc1ccco1)C(=O)CN1C(=O)NC2(CCCC2)C1=O,x,-1.5,8,-5,x,7,x,1,-3
COc1ccc(NS(=O)(=O)c2cc(NC(=O)c3ccc(=O)[nH]c3)ccc2N2CCOCC2)cc1,8,2.1,6,-7,96,-10,-5,-4,3
Cc1ccc(S(=O)(=O)NN2C(=O)c3ccccc3NC2c2cccc(O)c2)cc1 (centres undefined),2,-0.7,x,2,121,17,-3,7,-5
COc1ccccc1NC(=O)CCNC(=O)Cn1ccc2ccccc2c1=O,5,-1.9,-1,-4,99,0,0,15,-2
CCOC(=O)C1=C(C)OC(N)=C(C#N)C1c1cc2c(cc1Br)OCO2 (centres undefined),-11,6.5,4,-5,99,-40,-11,3,6
O=C1CN(c2ccc(Cl)cc2)C(=O)CN1NC(=S)Nc1ccc(Cl)cc1,44,0.4,3,-5,102,0,-12,-6,-2
S=c1[nH]nc(-c2c[nH]c3ccccc23)o1,-14,0.1,-1,-8,103,0,-5,0,-4
O=C(CCSc1nc(-c2ccc3c(c2)OCO3)cc(C(F)(F)F)n1)NCc1ccccc1,-11,11,4,0,106,17,0,-5,-1
CCOc1ccc(C(=O)NC(=S)NC2CCCC2)cc1[N+](=O)[O-],-9,-1.3,7,-4,97,-9,-6,-9,0
CCN(CC(=O)NCc1ccc(F)cc1)CC(=O)Nc1ccccc1-c1ccccc1,-3,-2.1,-2,-4,104,6,-3,1,-3
CC(C)c1ccc(NC(=S)Nc2cccc3ccccc23)cc1,16,0.8,6,-2,98,14,-8,-4,1
CC(/C=N/NC(=O)c1ccc(CN2c3cccc4cccc(c34)S2(=O)=O)cc1)c1ccccc1 (centres undefined),-7,7.3,2,-1,97,10,-4,-2,0
COCCOC1CCN(C(=O)C2CCC(=O)N(CCc3ccccc3)C2)CC1 (centres undefined),32,1.5,-16,-1,101,6,-4,2,-2
Cc1ccc(S(=O)(=O)N2[C@@H](c3ccc(Br)cc3)C(C(=O)O)=CC[C@H]2c2cccc(C)c2)cc1,x,-2.4,3,-7,x,86*,x,-1,4
Cc1ccc(N2C(=O)c3n[nH]c(C)c3C2c2cccnc2)cc1 (centres undefined),20,-0.8,-4,1,101,19,-6,1,-8
COc1ccc(CCNC(=O)CSc2ccc3ccccc3c2)cc1OC,-6,-3.7,-6,-1,113,19,7,-2,0
Nc1cccc2c1C(=O)N(c1ccccc1)C2=O,x,7.6,-1,-6,104,-10,x,1,0
CC(C)CNC(=O)c1ccccc1NC(=O)c1ccccc1N(C)S(=O)(=O)c1ccccc1,4,0.7,2,-5,96,7,-4,-3,0
CCOC(=O)[C@@H]1[C@H]2COc3ccc(Br)cc3[C@@H]2N2C(=O)N(c3ccc(Br)cc3)C(=O)[C@]12C,31,4.5,2,-5,103,3,-4,0,0

# (listing goes on)
smiles,PHOSPHO1 inh,CRFR2-BP ag,IDE act,GalR3 antag,MEKK3 PB1 HTS,CRFBP-R2 block,pCIP destab,CHRM4 PAM,IDE cell inh
CCOC(CCNC(=O)c1cc(-c2cccs2)nc2ccccc12)OCC,x,-1.5,1,-2,101,0,-11,-7,0
O=C(NC1CCN(C(=O)c2cccc([N+](=O)[O-])c2)CC1)c1ccccc1,x,0.6,2,-9,110,13,-1,-1,1
CCC(C)NC(=O)c1nn(Cc2ccccc2)c(=O)c2ccccc12 (centres undefined),18,0.5,-1,-9,101,1,6,6,2
COc1ccccc1NS(=O)(=O)c1cc(NC(=O)COc2ccccc2)ccc1N1CCOCC1,x,7.1,3,-7,x,-5,x,-5,0
CCC(C)Nc1nnc(SCC(=O)c2c(N)n(C3CC3)c(=O)[nH]c2=O)s1 (centres undefined),x,-1.2,-1,-4,x,-2,x,-1,-1
CS(=O)(=O)c1ccc(Sc2nc3ccccc3s2)c([N+](=O)[O-])c1,-1,-0.5,3,x,99,7,-1,-6,-1
O=C1c2ccccc2C(=O)N1CCN1CCCCC1,-36,-0.4,3,0,x,-28,-5,-6,-4
COc1cc(NC(=O)C2CCN(S(=O)(=O)c3cccs3)CC2)c(C(=O)O)cc1OC,x,-1.6,x,-9,x,10,x,-4,x
O=C(N=Nc1c(O)[nH]c2ccccc12)c1ccc(CN2CCOCC2)cc1,-29,-1.2,1,1,101,30,-1,0,2
CCOc1ccc(NS(=O)(=O)c2ccc(NS(=O)(=O)c3ccc(SC)cc3)cc2)cc1,13,1.3,4,-6,102,-42,2,1,3
C[C@H]1CN([C@@H](C)CO)C(=O)c2cccc(NC(=O)Nc3ccc(C(F)(F)F)cc3)c2O[C@H]1CN(C)C,x,-0.2,4,-8,x,-3,x,17,0
CC1CCC(NC(=O)CN(C)S(=O)(=O)c2ccc3c(c2)c(=O)n(C)c(=O)n3C)CC1 (centres undefined),58,-1.4,2,5,97,10,-7,-1,1
O=C(CCNS(=O)(=O)c1ccc2c(c1)CCC(=O)N2)NCc1cccnc1,27,-0.2,4,-2,98,15,-8,-1,1
O=C(O)COc1ccc(/C=C/c2ccc3cccc([N+](=O)[O-])c3n2)cc1,1,-2.0,-4,16*,102,20,12,-6,-1
Cc1cccc([C@@H]2[C@@H]3C(=O)N(Cc4ccccc4)C(=O)[C@@H]3[C@]3(C)C(=O)N(c4ccc(Br)cc4)C(=O)N23)c1,10,3.0,6,x,97,-14,-3,5,-2
COCCn1c(SCC(=O)NN2C(=O)NC(C)(c3ccccc3)C2=O)nnc1-c1ccncc1 (centres undefined),x,0.3,3,-5,x,-11,x,4,-2
c1nnc(NC2=NCCC2)s1,9,-2.7,7,2,107,-4,3,7,-4
CC(C)(C)NNC(=S)Nc1ccc(S(=O)(=O)N2CCOCC2)cc1,32,1.0,3,0,98,16,-20,2,0
CN(C)c1nc2sc3c(c2c(=O)n1C)CC(C)(C)OC3,25,-0.3,9,-1,102,4,2,-1,6
Cc1c(CCC(C)C)c(-n2ccnc2C)n2c(nc3ccccc32)c1C#N,25,0.6,7,-5,103,-1,4,6,0
CNC(=O)Nc1cccc(C(F)(F)F)c1,6,-1.1,1,0,100,1,-6,-9,2

# 4 entries from above, with values ahead of the structure:
PHOSPHO1 inh	CRFR2-BP ag	IDE act	GalR3 antag	MEKK3 PB1 HTS	CRFBP-R2 block	pCIP destab	CHRM4 PAM	IDE cell inh	molecule
25	0.6	7	-5	103	-1	4	6	0	Cc1c(CCC(C)C)c(-n2ccnc2C)n2c(nc3ccccc32)c1C#N
x	0.6	2	-9	110	13	-1	-1	1	O=C(NC1CCN(C(=O)c2cccc([N+](=O)[O-])c2)CC1)c1ccccc1
x	-1.2	-1	-4	x	-2	x	-1	-1	CCC(C)Nc1nnc(SCC(=O)c2c(N)n(C3CC3)c(=O)[nH]c2=O)s1 (centres undefined)
x	-0.2	4	-8	x	-3	x	17	0	C[C@H]1CN([C@@H](C)CO)C(=O)c2cccc(NC(=O)Nc3ccc(C(F)(F)F)cc3)c2O[C@H]1CN(C)C
